FadD28 FP inh – M. tuberculosis FadD28 bisubstrate binding inhibition | hit rate 0.22% among 360,000 | FadD28 bisubstrate probe binding, fluorescence polarization | AID 588549 | inhibition, % at 12.5 µM; in the data active = inhibition above about 8.5%, passing the limit was not always enough; inconclusive = no clear call, values can overlap the other calls
CCHFV vOTU inh – CCHFV vOTU protease inhibition | Pep-AMC fluorescence | inhibition, % at 11.5 µM | hit rate 0.55% among 370,000; in the data active = inhibition above about 30%; note: 0% = vehicle wells with enzyme and 100% = no enzyme wells
TcdB GH inh – blocks C. difficile toxin B glycohydrolase activity. P18177. TcdB glycohydrolase enzymatic assay, plate reader. inhibition, % at 9.99 µM. hit rate 0.24% among 350,000. AID 652162; in the data active = inhibition above about 10%
Target sequence (P18177 whole entry, looked up): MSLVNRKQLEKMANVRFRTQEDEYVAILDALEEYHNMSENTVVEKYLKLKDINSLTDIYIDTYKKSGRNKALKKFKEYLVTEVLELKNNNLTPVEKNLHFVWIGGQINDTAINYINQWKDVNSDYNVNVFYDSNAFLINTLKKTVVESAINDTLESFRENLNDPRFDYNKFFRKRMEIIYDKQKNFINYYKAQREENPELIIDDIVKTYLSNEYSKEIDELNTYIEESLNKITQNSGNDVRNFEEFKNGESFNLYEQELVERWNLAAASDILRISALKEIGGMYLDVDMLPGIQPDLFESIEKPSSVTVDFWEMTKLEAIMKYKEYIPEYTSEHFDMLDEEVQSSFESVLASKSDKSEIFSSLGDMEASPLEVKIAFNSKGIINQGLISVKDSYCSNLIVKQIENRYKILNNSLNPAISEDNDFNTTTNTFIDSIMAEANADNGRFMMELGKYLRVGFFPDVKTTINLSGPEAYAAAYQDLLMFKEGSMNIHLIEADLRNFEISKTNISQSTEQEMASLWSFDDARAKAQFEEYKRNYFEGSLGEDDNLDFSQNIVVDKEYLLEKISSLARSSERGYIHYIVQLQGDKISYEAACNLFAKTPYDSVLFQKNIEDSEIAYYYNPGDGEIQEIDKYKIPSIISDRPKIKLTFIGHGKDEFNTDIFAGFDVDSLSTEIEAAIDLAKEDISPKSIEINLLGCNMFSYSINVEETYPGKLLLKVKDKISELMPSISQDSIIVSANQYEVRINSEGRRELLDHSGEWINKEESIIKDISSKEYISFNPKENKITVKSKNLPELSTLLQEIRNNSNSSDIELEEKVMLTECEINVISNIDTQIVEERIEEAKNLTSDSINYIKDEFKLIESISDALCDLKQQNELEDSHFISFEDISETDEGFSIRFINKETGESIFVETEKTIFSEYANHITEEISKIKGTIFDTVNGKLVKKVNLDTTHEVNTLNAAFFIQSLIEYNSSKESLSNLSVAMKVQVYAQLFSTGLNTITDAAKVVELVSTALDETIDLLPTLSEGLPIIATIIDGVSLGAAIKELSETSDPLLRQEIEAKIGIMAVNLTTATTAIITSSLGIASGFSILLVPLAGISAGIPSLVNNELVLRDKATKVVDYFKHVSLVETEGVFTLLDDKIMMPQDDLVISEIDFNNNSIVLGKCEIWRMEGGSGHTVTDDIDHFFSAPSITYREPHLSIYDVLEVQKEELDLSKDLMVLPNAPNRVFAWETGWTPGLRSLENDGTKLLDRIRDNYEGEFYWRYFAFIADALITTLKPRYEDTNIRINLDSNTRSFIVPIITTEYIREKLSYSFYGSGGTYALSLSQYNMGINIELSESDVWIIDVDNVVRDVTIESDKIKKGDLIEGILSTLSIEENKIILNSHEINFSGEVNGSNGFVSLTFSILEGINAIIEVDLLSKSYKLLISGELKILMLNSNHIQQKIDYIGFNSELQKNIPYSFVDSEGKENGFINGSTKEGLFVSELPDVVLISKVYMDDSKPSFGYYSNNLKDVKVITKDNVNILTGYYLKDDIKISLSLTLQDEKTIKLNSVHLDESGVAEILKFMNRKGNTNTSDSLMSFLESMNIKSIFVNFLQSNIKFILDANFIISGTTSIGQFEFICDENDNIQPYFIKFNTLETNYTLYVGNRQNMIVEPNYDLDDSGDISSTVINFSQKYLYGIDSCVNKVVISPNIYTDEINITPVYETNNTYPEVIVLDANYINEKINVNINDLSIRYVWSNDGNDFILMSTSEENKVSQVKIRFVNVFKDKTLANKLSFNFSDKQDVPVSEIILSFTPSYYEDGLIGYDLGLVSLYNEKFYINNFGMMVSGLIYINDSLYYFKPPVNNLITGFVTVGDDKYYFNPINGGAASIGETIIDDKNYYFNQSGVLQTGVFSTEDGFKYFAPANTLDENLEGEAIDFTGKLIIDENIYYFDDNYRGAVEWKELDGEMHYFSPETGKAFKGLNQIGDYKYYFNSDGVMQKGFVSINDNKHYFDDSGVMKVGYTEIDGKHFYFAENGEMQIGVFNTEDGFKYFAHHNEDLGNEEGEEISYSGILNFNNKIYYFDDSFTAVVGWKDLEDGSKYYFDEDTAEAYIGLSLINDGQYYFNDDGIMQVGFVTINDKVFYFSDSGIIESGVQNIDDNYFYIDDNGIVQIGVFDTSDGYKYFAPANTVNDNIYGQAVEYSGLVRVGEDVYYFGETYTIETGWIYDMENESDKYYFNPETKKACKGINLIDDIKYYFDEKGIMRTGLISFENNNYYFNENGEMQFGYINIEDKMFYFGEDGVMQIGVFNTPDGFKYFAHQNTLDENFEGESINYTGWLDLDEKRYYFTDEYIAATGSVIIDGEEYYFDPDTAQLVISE
BoNT A protease – blocks Botulinum neurotoxin A light chain protease. multiplex microsphere protease substrate cleavage, flow cytometry. inhibition, % at 10 µM. hit rate 0.17% among 360,000. AID 588499; note: plate controls were buffer without enzyme for full effect and enzyme alone for no effect
Anthrax LF inh2 – anthrax lethal factor protease inhibition; inhibition, % at 10 µM; multiplex microsphere protease cleavage assay, LF; hit rate 0.12% among 360,000; P15917; AID 588501; note: plate controls were buffer without enzyme for full effect and enzyme alone for no effect
PrPC TRFRET – inhibitors of human cell surface prion protein PrPC; inhibition, % at 13.8 µM; P04156; hit rate 0.43% among 370,000; AID 720596; TR-FRET read-out; in the data active = inhibition above about 24%; note: 0% = median of the test wells and 100% = reference compound wells
PfHsp40 rescue – compounds rescuing yeast from Plasmodium falciparum HSP40 toxicity. S. cerevisiae expressing PfHsp40, growth rescue, ATP luminescence. growth rescue, % at 12.5 µM. hit rate 0.68% among 340,000. AID 504582; in the data active = growth rescue above about 28%, passing the limit was not always enough; inconclusive = no clear call, values can overlap the other calls;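 note: yeast W303a lacking pdr1 and pdr3 grown in galactose medium; growth measured after three days at 30 °C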
Y pestis TopoI – inhibitors of Yersinia pestis topoisomerase I. AID 504884. activity, % at 10 µM. hit rate 0.064% among 360,000. Y. pestis Topo-I cleavage product accumulation, plate reader; in the data active = activity above about 50%, passing the limit was not always enough; inconclusive = no clear call, values can overlap the other calls; note: inactives centre near 2
BoNT-F LC inh – blocks Botulinum neurotoxin F light chain protease | Multiplex microsphere protease cleavage assay, flow cytometry | AID 588497 | hit rate 0.22% among 360,000 | inhibition, % at 10 µM; in the data active = inhibition above about 35%, passing the limit was not always enough; inconclusive = no clear call, values can overlap the other calls; note: plate controls were buffer without enzyme for full effect and enzyme alone for no effect
Active calls of the source: *; ? = inconclusive; . = no result given. Cut-off read from the data, not from the text of the source, unless noted: active = inhibition above about 30%; inconclusive = no clear call, values can overlap the other calls; inactive = below that.

SMILES	FadD28 FP inh	CCHFV vOTU inh	TcdB GH inh	BoNT A protease	Anthrax LF inh2	PrPC TRFRET	PfHsp40 rescue	Y pestis TopoI	BoNT-F LC inh
COc1ccccc1/C=C\C=N\NC(=O)CCn1nnc2ccccc21	0.9	9.4	-12.5	-0.9	-2.7	-0.5	-0.9	17.2	-0.2
O=C(Nc1ccc2c(c1)OCCO2)C1CCN(c2ncccn2)CC1	-0.5	-9.2	-3.3	-0.3	-0.5	0.6	-1.3	10.4	-1.7
O=C(NCCN1CCc2ccccc2C1)C1CCN(S(=O)(=O)N2CCCCC2)CC1	-1.3	0.6	-0.4	-1.2	-2.6	-6.7	0.3	7.4	-16.4
COc1ccc(C2NC(=S)N(c3ccccc3)C(C)=C2C(=O)Nc2ccccc2)cc1 (stereo not given)	-2.6	-1.6	.	0.3	2.7	-4.1	-0.7	4.0	-1.6
Cn1c(C2=C(O)CN(c3ccc4c(c3)OCCO4)C2=N)nc2ccccc21	0.1	-0.5	0.5	0.1	0.6	-5.9	-1.7	7.0	-9.2
CCC1C(=O)CC(c2ccccc2)NC1c1ccccc1 (stereo not given)	-3.3	-2.7	0.1	-0.5	-7.5	7.1	-1.4	10.1	3.6
CC[C@H](C)[C@@H]1NC(=O)CNC(=O)c2csc(n2)[C@H](C(C)(C)O)OC(=O)C(C)(C)[C@H](CCCC(C)(Cl)Cl)OC(=O)c2csc1n2	-3.8	6.4	-0.5	-0.6	1.6	34.2*	.	.	0.7
CC(C)CC1NC(=O)c2cc3ccccc3cc2-n2c1nc1cc(Cl)ccc1c2=O (stereo not given)	-2.5	4.6	0.0	-0.1	-3.3	-0.7	.	53.6*	1.8
COc1ccc(CN2C(=NC(=O)c3ccccc3)SC3CS(=O)(=O)CC32)cc1OC (stereo not given)	-1.0	-3.8	0.0	-0.2	-0.6	0.9	-0.7	6.3	-3.6
O=C(COC(=O)c1cccnc1Cl)c1ccc(OC(F)F)cc1	-3.2	-8.3	-3.2	-0.5	3.1	3.0	-0.6	-1.2	-4.3
COc1ccc(-c2nnc(SCc3c(C)noc3C)n2N)cc1OC	-4.4	-14.7	.	0.3	0.5	4.5	0.8	4.5	-0.8
COc1ccc(OCCCC(=O)OC(C)C(=O)Nc2ccc(NC(C)=O)cc2)cc1 (stereo not given)	1.0	0.8	1.7	-2.2	-4.1	4.8	-0.1	-2.2	-10.9
NC(=O)COC(=O)/C=C/c1ccc(S(=O)(=O)N2CCCCCC2)cc1	-3.0	-2.7	0.6	-0.9	-0.7	-3.2	2.0	5.8	-2.3
Cc1cc(OCC(=O)NCCCN2CCOCC2)c2c(C)c(C)c(=O)oc2c1	-0.2	-34.9	0.4	-1.2	-2.3	-6.8	-0.5	0.1	-3.9
Cc1ccc(S(=O)(=O)N2CCCCC2)cc1NC(=O)c1ccncc1	-0.4	-6.3	1.6	-1.3	-4.8	4.8	-0.4	1.6	-12.8
N/C(=N\N=C\c1ccc(O)cc1)c1nonc1N	-1.9	5.5	28.4*	0.3	-7.0	-12.5	-1.2	3.6	4.7
CC(=O)Nc1ccc(S(=O)(=O)N2CCN(S(=O)(=O)N3CCCCC3)CC2)cc1	-0.3	5.2	0.3	-0.1	2.1	3.4	-0.7	5.0	-2.9
Nc1nonc1C(=O)NCCNC(=O)c1cccc(Cl)c1	-2.1	5.4	-0.1	1.1	-1.6	1.9	-1.1	-0.8	1.9
CC(=O)Oc1ccc(-c2nc3c(C)cccc3c(=O)o2)cc1	-0.2	-7.4	1.3	1.9	-1.4	0.3	0.6	-11.2	7.9
Cc1cc(OC(C)C(=O)NNC(=O)Nc2ccc(F)cc2F)cc(C)c1Cl (stereo not given)	-4.3	16.3	-0.8	-1.3	-10.0	8.6	0.9	6.1	-1.8
COc1cccc(CNc2nc(NCC3CC3)nc3ccsc23)c1	-3.3	-16.0	3.2	0.2	-0.9	1.0	.	5.7	-13.9
COC(=O)COc1ccc(C(=O)Cn2c(NCCCO)nc3ccccc32)cc1	-4.0	-0.8	1.1	-4.5	4.0	-6.2	0.4	-4.7	?
O=C(Nc1ccccn1)c1cccc(S(=O)(=O)N2CCCCC2)c1	0.3	10.1	.	1.1	0.5	0.0	2.1	3.8	7.2
O=C(C1CCCCC1)N1CCN=C1SCc1cccc([N+](=O)[O-])c1	-4.5	-0.2	2.1	-0.4	-6.5	0.2	-0.5	1.0	0.0
CC1=C(C(=O)Nc2ccccc2)C(c2ccc(C)cc2)N=C(Nc2nc3ccccc3o2)N1 (stereo not given)	-0.4	-4.3	.	-2.2	-2.5	-5.5	-0.3	15.5	-2.0
Clc1ccc2nc(CN3CCCCCC3)cn2c1	-1.0	-0.8	.	0.3	-10.5	-0.1	-0.8	5.2	-23.6
COc1cccc(CN(C)C(=O)c2ccc(NS(=O)(=O)c3ccc(F)cc3)cc2)c1OC	0.7	5.2	0.9	-4.2	1.5	1.9	0.7	-1.0	12.5
CC(Nc1nc(-c2ccncc2)nc2ccccc12)c1ccccc1 (stereo not given)	-2.5	-2.6	-0.3	-3.9	10.9	0.4	4.5	4.7	-33.7
c1ccc(C(c2c[nH]c3ccccc23)c2c[nH]c3ccccc23)nc1	-0.6	11.7	.	-0.4	-0.8	-15.0	0.1	-10.8	-9.7
CC1(C)N=C(SCC(=O)Nc2ccc(Cl)cc2)C(c2ccc(Cl)cc2)=N1	-2.5	28.6	.	1.5	-7.1	13.9	?	3.2	1.0
CCOc1ccc(C(=O)NCC(=O)OCCN2C(=O)c3ccccc3C2=O)cc1OCC	-1.8	12.0	0.5	-1.0	-2.1	0.7	-1.1	1.8	13.6
O=C(N/N=C/c1ccc(Cl)c([N+](=O)[O-])c1)C1CC1	-1.1	1.8	.	-0.1	-2.7	-37.1	-1.4	-4.8	-0.4
CC(=O)CC(C)(C)Nc1nc2cc([N+](=O)[O-])ccc2o1	-1.1	4.4	0.0	0.2	-0.3	-11.9	-1.4	0.2	-6.3
Cc1nc(NS(=O)(=O)c2ccc(Cl)s2)c2c3c(sc2n1)CCCC3	1.6	5.5	-2.0	0.3	2.2	2.3	0.0	11.9	-7.8
Fc1ccc(-c2nnc(-c3ccc(F)cc3)o2)cc1	0.2	-14.7	-1.0	2.0	-5.8	-3.4	-0.9	-0.5	8.9
CC(C)(C)NC(=O)C[C@H]1C[C@H](C(=O)N2CCCCC2)[C@@]2(CCc3ccccc3)c3[nH]c4cc(-c5ccco5)ccc4c3CCN2C1=O	-2.2	-24.1	-0.3	-0.1	-7.8	3.7	-0.3	20.2	5.3
CN(C)Cc1csc(NC(=O)Nc2cccc(C(F)(F)F)c2)n1	-4.0	9.0	1.0	-0.1	-4.7	-18.2	.	-8.0	-1.5
Cc1cccc(-n2ncc3c2CCCC3NC(=O)Cn2cccn2)c1C (stereo not given)	2.1	12.0	2.5	1.1	0.3	-2.0	0.2	-6.2	12.5
C(=C\c1ccc2ccccc2n1)/c1ccccc1	-1.4	-2.6	3.3	-0.1	-1.5	-9.3	14.9	-2.8	-0.5
COc1cccc(C2(CSc3nnc(-c4cc(OC)c(OC)c(OC)c4)o3)OCCO2)c1	-6.6	-3.9	.	-0.6	-0.5	6.3	-0.3	38.7	2.2
O=C1OCC(CO)(CO)N=C1NNc1cc(Cl)ccc1Cl	-1.1	-9.2	.	-0.7	-6.2	2.2	1.1	-10.3	-2.3
Cc1cc(C)c(S(=O)(=O)N2CCN(C(=O)N3CCCCC3)CC2)c(C)c1	-2.3	-8.3	-0.1	-3.0	-7.3	1.4	-0.4	8.4	?
COc1cccc(NC(=S)N(CCN(C)C)C(C)c2ccncc2)c1 (stereo not given)	-1.8	2.5	0.8	-0.5	-8.5	-1.9	-0.9	-2.2	-9.9
CCOC(=O)N1CCN(c2ncnc3scc(-c4ccc(Cl)cc4)c23)CC1	-2.9	.	.	-1.5	-16.0	.	3.8	9.3	-5.8
O=C(O)C1CCCCC1C(=O)Nc1nc(-c2ccc(Cl)s2)cs1 (stereo not given)	-0.8	13.4	0.7	-0.2	0.1	7.1	0.0	8.7	-1.5
CSc1cccc(NC(=O)C(=O)NCc2ccccc2)c1	-1.9	-0.7	-0.4	-0.4	-5.3	9.3	-1.6	7.3	-1.6
Cc1cc(C)cc(Cn2c(C)c(C(=O)N(C)Cc3ccc(F)cc3)sc2=O)c1	-1.1	12.1	0.6	-1.4	-4.7	0.0	.	41.9	-12.5
O=C(O)c1ccc2c(c1)C(=O)N(Cc1ccc3c(c1)OCO3)C2=O	-1.6	1.3	.	0.2	-1.9	-2.9	0.8	-0.1	0.2
CCN1CCN(S(=O)(=O)c2ccc3c(c2)OCCO3)CC1	-1.1	-1.5	.	0.1	-1.0	0.2	-1.0	2.1	-9.2
Cc1oc(-c2ccccc2)nc1C(=O)OCC(=O)NCc1ccc(Cl)cc1	.	10.7	-1.6	0.5	3.0	-1.6	2.3	21.0	-2.8
O=C(/C=C/c1ccco1)Nc1ccc2c(c1)OCCO2	-2.0	-1.5	3.0	-0.5	0.8	-5.5	-0.9	0.7	-2.3
CCn1c(SCC(=O)c2ccc(C)cc2)nnc1-c1ccoc1C	-2.2	7.6	.	-1.2	-3.8	6.8	0.3	17.2	-3.3
CC(=O)Nc1ccc(NC(=O)C(C)OC(=O)C2CCN(S(=O)(=O)c3ccccc3C(F)(F)F)CC2)cc1 (stereo not given)	-4.2	4.1	1.9	.	.	-7.4	0.9	-1.8	.
Cc1ccc(O)c(NC(=O)C2CCCCC2)c1	-0.8	-8.3	2.1	1.1	1.6	1.4	0.3	-6.5	-11.0
CC(C)NC(=O)Cn1nnc(-c2cccc(NC(=O)c3ccccc3F)c2)n1	-0.5	0.1	.	0.5	2.5	8.2	-0.6	6.9	10.7
CCCOc1ccc(N2C(=O)CC(NCCCN3CCC(C(N)=O)CC3)C2=O)cc1 (stereo not given)	0.2	3.2	.	0.5	0.5	-5.0	-0.4	-5.2	1.3
Cc1ncc(CO)c2cc(C(=O)Nc3cccc(F)c3)c(=Nc3cccc(C(N)=O)c3)oc12	-2.6	-18.0	2.1	-1.0	-10.7	-4.6	-0.4	-5.9	9.0
CN1C(=O)c2cccc3c(S(=O)(=O)Nc4ccc(O)c(C(=O)O)c4)ccc1c23	-1.9	5.3	0.7	1.9	-8.0	4.0	1.9	2.2	16.6
CCCC(=O)N(CCc1ccccc1)Cc1nc2ccccc2c(=O)[nH]1	-1.5	7.6	.	-1.2	0.5	5.5	1.6	20.0	-16.6
COc1ccc(CCNCC(=O)Nc2c(C)cc(C)cc2C)cc1OC	-3.5	0.6	1.1	-1.5	0.8	-10.2	-1.1	-16.6	-28.4
The list goes on.
SMILES	FadD28 FP inh	CCHFV vOTU inh	TcdB GH inh	BoNT A protease	Anthrax LF inh2	PrPC TRFRET	PfHsp40 rescue	Y pestis TopoI	BoNT-F LC inh
Cc1cccc(NC(=O)C(C)Oc2ccc(C)nc2[N+](=O)[O-])c1 (stereo not given)	-2.1	4.7	0.0	1.5	2.3	3.6	0.4	-0.4	-4.3
O=C1CCCN1Cc1ncnn1-c1ccccc1	-3.5	5.7	.	0.2	-3.5	-2.2	-2.2	1.6	0.4
O=C(CCC1CCCCC1)NNC(=O)NC12CC3CC(CC(C3)C1)C2	-3.7	-10.3	.	?	0.0	3.4	0.7	-6.5	0.0
CCOC(=O)[C@H]1[C@H]2COc3ccc(Br)cc3[C@@H]2N2C(=O)CN(Cc3ccc(Cl)cc3)C(=O)[C@@]12C	-3.6	-5.3	2.0	-0.7	-1.4	-1.3	2.1	30.3	-5.9
